Screening data (PubChem BioAssay)
MDM2 E3 inh = MDM2-luciferase reporter signal enhancers, primary screen, MDM2 E3 ligase inhibitor project, cell-based, luminescence, 1536-well; E3 ubiquitin-protein ligase Mdm2 (Homo sapiens), Q00987; cell-based MDM2 ubiquitination luciferase reporter, 2 h; 0 = plate control, 100 = twice control, blank-subtracted; signal enhancement, % at 5 µM; actives 0.11% (n = 210,000); AID 1230, 2008;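 active means signal enhancement of 30% or more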;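 further: luminescence tracks abundance of the self-degrading MDM2-luciferase fusion protein; higher signal means inhibition of MDM2 E3 ligase activity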
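Assay system: stable mammalian line carrying autodegrading MDM2–luciferase fusion reporter; amount: 2000 cells seeded into each well; buffer or medium: DMEM; benchmarks: plate control and blank wells; signal: luciferase luminescence; timing: 2 h compound exposure at 37 °C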
Runt-SMMHC FRET = inhibitors of RUNX1 Runt–CBFb-SMMHC binding, primary screen, biochemical, FRET, Cerulean-Runt, Venus-CBFb-SMMHC, uHTS. Cerulean-Runt/Venus-CBFb-SMMHC FRET ratio 530/480, 1 h. inhibition, % at 20 µM. Runt-related transcription factor 1 (Homo sapiens) + Core-binding factor subunit beta …. actives 0.74% (n = 220,000);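 active means mean inhibition across duplicate retests at 20 µM reaching about 50%, limit read from the data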;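 further: 0% = DMSO wells and 100% = wells with excess untagged CBFb-SMMHC; inhibitors lower the FRET ratio by blocking Runt binding to CBFb-SMMHC; some results filed as inactive read as strong as hits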
Target sequence (Q01196 whole entry, looked up): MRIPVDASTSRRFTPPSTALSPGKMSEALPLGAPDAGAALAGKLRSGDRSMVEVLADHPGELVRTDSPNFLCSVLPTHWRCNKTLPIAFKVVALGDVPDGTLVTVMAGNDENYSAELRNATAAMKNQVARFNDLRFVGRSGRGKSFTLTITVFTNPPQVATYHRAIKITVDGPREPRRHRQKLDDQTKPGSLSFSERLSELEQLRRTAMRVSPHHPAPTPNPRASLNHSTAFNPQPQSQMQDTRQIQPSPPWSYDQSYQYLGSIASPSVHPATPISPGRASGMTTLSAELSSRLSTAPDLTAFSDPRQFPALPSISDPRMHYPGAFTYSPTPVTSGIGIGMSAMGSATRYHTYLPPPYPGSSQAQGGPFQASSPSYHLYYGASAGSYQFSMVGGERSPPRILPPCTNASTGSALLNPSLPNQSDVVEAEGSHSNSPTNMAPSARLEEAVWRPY
Target sequence (Q13951 whole entry, looked up): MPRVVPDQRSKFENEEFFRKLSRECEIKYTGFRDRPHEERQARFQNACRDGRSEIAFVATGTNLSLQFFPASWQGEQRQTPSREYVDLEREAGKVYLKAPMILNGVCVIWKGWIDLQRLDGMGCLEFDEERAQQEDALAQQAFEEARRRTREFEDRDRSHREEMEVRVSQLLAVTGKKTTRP
RBBP9 inh = human RBBP9 inhibitors, primary screen, biochemical, fluorescence polarization, FP-Rh probe, HTS; AID 1515, 2009; recombinant RBBP9; actives 0.2% (n = 220,000); inhibition, % at 7.94 µM; Serine hydrolase RBBP9 (Homo sapiens), O75884;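 active means inhibition above the campaign mean of all tested compounds plus 3 SD, cut at about 14% in these data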;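 further: plate controls were DMSO wells with RBBP9 for no effect and wells lacking RBBP9 protein for full effect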
Target sequence (O75884 whole entry, looked up): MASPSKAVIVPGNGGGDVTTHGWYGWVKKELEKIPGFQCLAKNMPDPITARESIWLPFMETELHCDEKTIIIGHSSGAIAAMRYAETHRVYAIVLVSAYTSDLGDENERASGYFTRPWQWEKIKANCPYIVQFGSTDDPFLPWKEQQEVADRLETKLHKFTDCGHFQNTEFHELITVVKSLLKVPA
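system = RBBP9 protein | input = RBBP9 at 2.5 µM in dispensed solution, before mixing | measured by = fluorescence polarization (mP), excitation 525 nm, emission 598 nm | incubation = enzyme-compound preincubation 30 min, then probe labeling 45 min, 25 °C | buffer or medium = Tris-NaCl-Pluronic buffer, pH 8.0 | compound = single dose 7.94 µM | also added = FP-Rh probe, 375 nM dispensing solution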
p97 inhibitor = inhibitors of human p97 ATPase, primary screen, biochemical | recombinant p97 ATPase, Kinase-Glo ATP luminescence, 3 h | inhibition, % at 8 µM | actives 0.42% (n = 220,000) | AID 1481, 2009; in the data active means inhibition above about 15%;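 further: 0% = DMSO vehicle and 100% = wells lacking enzyme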
NPY Y1 blocker = NPY-Y1 receptor antagonists, primary screen, cell-based; Neuropeptide Y receptor type 1 (Homo sapiens), P25929; HEK293-CNG Y1 cells, membrane potential fluorescence; NPY at EC95, then isoproterenol; actives 1% (n = 200,000); inhibition, % at 3.6 µM;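 active means inhibition above the campaign mean inhibition of all tested compounds plus 3 SD, cut at about 20% in these data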;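 further: 0% = DMSO wells given NPY plus isoproterenol and 100% = isoproterenol alone without NPY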
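Material: HEK293 cells co-expressing NPY Y1 receptor and cyclic-nucleotide gated channel. Timing: compound incubation 1 h at room temperature, readout 45 min post-stimulation. Signal: fluorescence, membrane potential probe.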
Hck-Nef inh = inhibitors of Nef-activated human Hck kinase, primary screen, biochemical, Z-Lyte FRET, 384-well, Hck-YEEI | Tyrosine-protein kinase HCK (Homo sapiens), P08631 | Recombinant Hck-YEEI plus Nef, Z-Lyte FRET kinase assay | inhibition, % at 20 µM | actives 0.68% (n = 220,000);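 active means Hck-Nef kinase inhibition above about 50%, limit read from the data; inactive means inhibition below that limit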;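 further: 0% = DMSO with Hck plus Nef and 100% = Hck alone without Nef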
NPY-Y2 PAM-ag = NPY-Y2 potentiators or agonists, primary screen, cell-based; Neuropeptide Y receptor type 2 (Homo sapiens), P49146; cells expressing NPY-Y2, potentiator/agonist read-out; activation, % at 3.6 µM; actives 0.45% (n = 220,000); in the data active means activation above about 27%;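 further: cells stimulated with NPY near EC25 plus isoproterenol at EC100; 0% = vehicle plus submaximal agonist and 100% = vehicle plus saturating agonist; some results beyond the cut were filed as inactive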
Runt-CBFb FRET = inhibitors of RUNX1 Runt–CBFb binding, primary screen, biochemical, FRET, Cerulean-Runt, Venus-CBFb, uHTS | actives 0.46% (n = 220,000) | Cerulean-Runt/Venus-CBFb FRET ratio 530/480, 1 h | inhibition, % at 20 µM | Runt-related transcription factor 1 (Homo sapiens) + Core-binding factor subunit beta … | AID 1496, 2009;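 active means inhibition over about 50% at 20 µM in the single-dose screen, limit read from the data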;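 further: 0% = DMSO wells and 100% = excess unlabeled CBFb competitor control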
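Assay system: Cerulean-Runt domain fusion protein, energy donor; Signal: fluorescence energy transfer, 422 nm excitation, 530/480 nm emission; Timing: 1 h compound exposure, room temperature; Control set: unlabeled CBFb; Medium: Tris buffer pH 7.5 with salts and BSA; Compound: single test concentration of 20 µM, 1% DMSO final; Probe or stimulus: Venus-CBFb 100 nM.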
NPY1 pot ag = NPY-Y1 receptor potentiators or agonists, primary screen, cell-based; NPY-Y1 expressing cells, potentiator/agonist activation; activation, % at 3.6 µM; actives 0.37% (n = 220,000); AID 1304, 2008; in the data active means activation above about 33%, passing the limit was not always enough;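 further: cells stimulated with NPY at EC10 then isoproterenol at EC100; 0% = low agonist plus stimulus and 100% = saturating agonist plus stimulus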
Starred values were filed as active, the others as inactive; / = no result given.

SMILES	MDM2 E3 inh	Runt-SMMHC FRET	RBBP9 inh	p97 inhibitor	NPY Y1 blocker	Hck-Nef inh	NPY-Y2 PAM-ag	Runt-CBFb FRET	NPY1 pot ag
Cc1csc(NC(=O)CNS(=O)(=O)c2cccs2)n1	-4	-1	-4	0	-4	1	-15	-1	13
S=C(NCc1ccncc1)Nc1ccc(Cl)cc1	-16	0	0	6	-3	-3	-5	-2	-14
CN(CC(=O)NCc1ccccn1)S(=O)(=O)c1ccc(F)cc1	-1	-2	7	-3	-5	-10	3	0	0
O=C(Nc1ccc(N2CCOCC2)cc1)C1CCN(S(=O)(=O)c2ccccc2F)CC1	-22	-3	-4	8	/	-1	-12	3	35
CN(Cc1ccccc1)S(=O)(=O)c1ccc(S(=O)(=O)N(Cc2ccc(F)cc2)C2CCCC2)cc1	-20	0	-1	1	0	3	-1	2	3
CCOc1ccc(C(=O)Oc2ccc(NC(C)=O)cc2)cc1	-1	2	-4	8	1	36	-8	0	5
C=CCc1ccccc1OCC(O)CN1CCN(c2ccc(OC)cc2)CC1 (configuration not stated)	-13	1	-2	-2	-15	-1	80*	2	91*
O=C(Cn1cnc2cc([N+](=O)[O-])ccc2c1=O)NC(c1ccccc1)c1ccccc1	0	-4	-13	-2	0	3	-2	2	-7
COCCN1C(=O)c2oc3ccccc3c(=O)c2C1c1ccc(C(=O)OC)cc1 (configuration not stated)	-9	0	-7	3	7	-4	11	-1	-1
N#Cc1ccsc1NC(=O)COC(=O)c1cc(Br)ccc1O	-11	-1	-4	7	/	32	-32	1	-24
COc1ccc(C2CC(=O)N(CCCN(C)CCc3ccc(OC)c(OC)c3)C2)cc1 (configuration not stated)	-16	-2	-12	-6	5	17	-10	0	-18
O=c1cc(CSc2nnnn2-c2ccccc2)nc2scc(-c3ccccc3)n12	-12	-4	-13	3	-2	1	14	2	9
Cc1ccc(S(=O)(=O)N(C)CC(=O)NCc2ccncc2)cc1	/	-1	-29	1	2	2	-3	3	-4
O=C(Nc1ccccc1)O/N=C1\CCCCC1c1ccc([N+](=O)[O-])cc1[N+](=O)[O-] (configuration not stated)	-4	0	-9	1	9	0	-5	1	-29
COc1ccc(-c2[nH]nc3c2C(c2ccoc2)C(C#N)=C(N)O3)cc1 (configuration not stated)	0	3	-14	-2	-2	6	-5	-2	-7
Nc1ccc(-c2nc3cc(N)ccc3n2CCO)cc1	/	2	-2	-1	/	21	-15	11	-1
O=C(NCCCN1CCOCC1)c1cccnc1SCc1ccccc1Cl	6	-4	-6	2	6	21	-2	1	-5
CCOC(=O)CSc1nc2ccc(S(=O)(=O)N3CCOCC3)cc2[nH]1	-11	0	-1	2	2	4	-7	1	8
COc1ccccc1N/C=C/c1onc(C)c1[N+](=O)[O-]	-79	-31	-3	-10	2	25	-6	-16	15
Cc1nn(CC(=O)Nc2sc3c(c2C#N)CCC(C(C)(C)C)C3)c(C)c1[N+](=O)[O-] (configuration not stated)	-18	1	-8	-3	9	-5	-28	-6	-9

Overlap with the part before: two compounds, followed by the next part.
SMILES	MDM2 E3 inh	Runt-SMMHC FRET	RBBP9 inh	p97 inhibitor	NPY Y1 blocker	Hck-Nef inh	NPY-Y2 PAM-ag	Runt-CBFb FRET	NPY1 pot ag
COc1ccccc1N/C=C/c1onc(C)c1[N+](=O)[O-]	-79	-31	-3	-10	2	25	-6	-16	15
Cc1nn(CC(=O)Nc2sc3c(c2C#N)CCC(C(C)(C)C)C3)c(C)c1[N+](=O)[O-] (configuration not stated)	-18	1	-8	-3	9	-5	-28	-6	-9
COc1cc(C2C(C#N)=C(C)NC3=C2C(=O)CC(C)(C)C3)ccc1O (configuration not stated)	4	3	-5	5	0	1	7	0	-7
CCN(CC)C(=O)C(=O)Nc1cc(C(F)(F)F)ccc1Cl	-5	28	-3	-2	4	0	7	38	-10
CC(C)C(=O)NC(=S)Nc1nnn(C)n1	-2	1	-1	2	3	-2	0	0	-3
N#Cc1cc2cc3c(cc2nc1SCC(=O)OC1CCCCC1)OCO3	9	-6	2	-1	1	3	1	0	7
Cc1ccsc1C(=O)OCC(=O)Nc1cccc(S(=O)(=O)N2CCOCC2)c1	-5	2	-5	1	0	1	-13	2	-13
O=C(OCc1ccc(Cl)c(Cl)c1)c1ccccn1	-5	-1	-5	0	-6	-1	3	-3	19
COC(=O)c1ccc(S(=O)(=O)N2CCC(c3nc4ccccc4o3)CC2)cc1	-9	1	-4	6	-5	4	2	0	-3
CCCc1nc2oc3c(NCc4ccccn4)ncnc3c2c2c1COC(C)(C)C2	0	-4	-11	-6	7	-4	1	0	-9
CC(=O)Nc1ccc(S(=O)(=O)N2CCC(c3nc4ccccc4[nH]3)CC2)cc1	1	-9	-7	8	-3	-1	4	2	-15
CC12CN(C(=O)c3ccc([N+](=O)[O-])cc3)CC(C)(CN(C(=O)c3ccc([N+](=O)[O-])cc3)C1)C2=O	-8	1	3	-4	/	-3	-8	3	6
NS(=O)(=O)c1cccc(NC(=O)COC(=O)/C(=C/c2cccs2)c2cccs2)c1	-16	-6	-11	7	-2	1	7	-1	9
Cc1ccc(-c2ccc(SCC(=O)Nc3ccc4c(c3)OCCO4)nn2)cc1	-6	-3	-3	-4	7	5	-14	-3	-26
CCCCC(CC)CNC(=O)CC1Nc2c3ccccc3nc(=S)n2C1=O (configuration not stated)	-17	-3	-8	2	-3	-3	-9	-5	1
O=[N+]([O-])c1ccc(F)cc1OCc1nc(-c2cccs2)no1	0	4	5	3	6	19	-5	-2	5
Cc1cc(Nc2ccc(F)cc2)nc(N)n1	8	0	-9	-2	4	0	7	1	17
COc1ccccc1N=C(C)C1=C(O)COC1=O	-24	-2	-5	-5	1	0	-7	1	-24
CC(C)C1COC(c2cccn2Cc2ccccc2Cl)=N1 (configuration not stated)	-26	0	-2	-2	5	1	-1	-2	-12
CCOC(=O)c1[nH]c(C)c(C(=O)NCc2ccco2)c1C	-2	0	-6	2	2	-6	-17	0	-31
CCc1nnc(NC(=O)c2ccc(S(=O)(=O)N(CC(C)C)CC(C)C)cc2)o1	-3	-4	-14	2	4	8	24	-12	17
CCC(C)(C)NC(=O)C(c1ccc(C)cc1)N(CCN1CCOCC1)C(=O)CNC(=O)c1cccs1 (configuration not stated)	-9	-4	-12	4	13	19	-4	0	3

Profiles from above. Screens in order: MDM2 E3 inh | Runt-SMMHC FRET | RBBP9 inh | p97 inhibitor | NPY Y1 blocker | Hck-Nef inh | NPY-Y2 PAM-ag | Runt-CBFb FRET | NPY1 pot ag
CC12CN(C(=O)c3ccc([N+](=O)[O-])cc3)CC(C)(CN(C(=O)c3ccc([N+](=O)[O-])cc3)C1)C2=O in the list: -8 | 1 | 3 | -4 | / | -3 | -8 | 3 | 6
N#Cc1cc2cc3c(cc2nc1SCC(=O)OC1CCCCC1)OCO3 in the list: 9 | -6 | 2 | -1 | 1 | 3 | 1 | 0 | 7
CCCCC(CC)CNC(=O)CC1Nc2c3ccccc3nc(=S)n2C1=O (configuration not stated) in the list: -17 | -3 | -8 | 2 | -3 | -3 | -9 | -5 | 1

(listing goes on)
SMILES	MDM2 E3 inh	Runt-SMMHC FRET	RBBP9 inh	p97 inhibitor	NPY Y1 blocker	Hck-Nef inh	NPY-Y2 PAM-ag	Runt-CBFb FRET	NPY1 pot ag
CCN(CC)CCn1c(=N)n(CC(O)COc2ccccc2)c2ccccc21 (configuration not stated)	-14	-5	10	5	/	4	-44	1	-44
O=S(=O)(NCCOc1ccccc1)c1ccc2ccccc2c1	/	-3	-3	-1	6	1	-27	0	-10
COc1ccccc1N1CCN(S(=O)(=O)c2cn(C)c(=O)n(C)c2=O)CC1	-8	-2	3	-5	2	1	17	1	-8
Cc1ccc(NC(=O)Cc2noc3ccccc23)c(C)c1	-20	1	2	4	0	4	6	-2	10
O=C(c1ccccc1)c1ccc(OCCO)cc1	-4	2	-4	6	-4	15	9	-2	9
CCOC(=O)/C(N=Nc1c(C)n(C)n(-c2ccccc2)c1=O)=C(/O)c1ccccc1	7	-5	3	2	3	23	-10	-3	-14
CCOC(=O)c1cnc(Nc2nc3ccccc3o2)nc1CSC(=S)N(CC)CC	5	5	-2	5	0	2	-11	1	-4
CCN(c1ccccc1)S(=O)(=O)c1ccc(OCc2c(C)noc2C)cc1	-1	-2	-10	-5	-1	-19	-11	-1	-9
O=C(O)c1ccccc1C(=O)Nc1ccc(-n2nc(C(F)(F)F)cc2C(F)(F)F)cc1	0	0	-11	0	/	3	4	-2	0
CCOC(=O)C1=C(O)C(=O)N(c2ccc(S(N)(=O)=O)cc2)C1c1ccc([N+](=O)[O-])cc1 (configuration not stated)	-9	-1	-4	0	/	6	0	1	0

Some values from the results shown.
CCOC(=O)C1=C(O)C(=O)N(c2ccc(S(N)(=O)=O)cc2)C1c1ccc([N+](=O)[O-])cc1 (configuration not stated) @ Runt-CBFb FRET = 1
O=S(=O)(NCCOc1ccccc1)c1ccc2ccccc2c1 @ NPY1 pot ag = -10
O=C(O)c1ccccc1C(=O)Nc1ccc(-n2nc(C(F)(F)F)cc2C(F)(F)F)cc1 @ p97 inhibitor = 0
